From PubChem BioAssay
POLK inh – blocks human DNA polymerase kappa activity | purified Pol kappa, fluorescent DNA synthesis assay, 10 min | actives 0.53% (n = 400,000) | Potency, µM (titrated, usually from 107 µM), without a hit: top-dose activity, negative = inhibition, actives largely listed as inhibitors | Q9UBT6; note: potency is the fitted concentration of half-maximal effect; % is set by controls: 0 for no effect and ±100 for the full control effect
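Here, compound and 10 nM enzyme are combined for 15 min at room temperature; adding 50 nM substrate (final) starts DNA synthesis, tracked by fluorescence at 0 and 10 min against buffer-only wells.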
Anesthetic bind – binds horse apoferritin like a general anesthetic | P02791 | actives 0.074% (n = 350,000) | apoferritin/1-aminoanthracene competitive binding, fluorescence | Potency, µM (titrated, usually from 77.5 µM), inactives show at the top dose activity change, negative = displacement, hits mostly inhibitors; note: potency is the fitted concentration of half-maximal effect; % is set by controls: 0 for no effect and ±100 for the full control effect; nearly all actives have a fitted effect of over 20% in size
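Read-out: endpoint 1-AMA fluorescence, excitation 380 nm and emission 535 nm, after compounds sit 10 min at room temperature with 10 uM horse-spleen apoferritin in 50% saturated 1-AMA/PBS. Values come from four-parameter Hill fits.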
POLB inh – inhibitors of human DNA polymerase beta; actives 1.3% (n = 340,000); P06746; Potency, µM (series often up to 114 µM), for inactives: at the highest dose activity change, negative = inhibition, usual class: inhibitors; Pol beta primer extension/strand displacement, fluorescence kinetic; note: potency is the fitted concentration of half-maximal effect; % is set by controls: 0 for no effect and ±100 for the full control effect
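Reaction started by 50 nM substrate onto compound-treated Pol beta (10 nM, 15 min preincubation, room temperature); plates read at 0 min and 10 min. Normalized concentration-effect data fitted by four-parameter Hill equation.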
TRHR ag – TRH receptor (human) agonism; P34981; TRHR cells, calcium flux fluo-8, FDSS agonist mode; activation, % at 2 µM; actives 0.18% (n = 360,000); AID 493084; in the data active = activation above about 30%; note: 0% is about no effect
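In this calcium-flux screen, cells bearing human TRHR are dye-loaded with fluo-8, baselined for 10 cycles, then exposed to library compounds; positive kinetic calcium responses during the agonist phase mark hits, with TRH as control.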
BLM helicase inh – inhibitors of human Bloom syndrome helicase BLM. P54132. recombinant BLM DNA unwinding, fluorescence dequenching. Potency, µM (doses to about 56.1 µM), for inactives: at the top dose activity change, negative = inhibition, actives largely listed as inhibitors. actives 0.2% (n = 350,000). AID 2528;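 note: potency is the fitted concentration of half-maximal effect; plate controls were vehicle for no effect and no enzyme for full effect; nearly all actives have a fitted effect of over 35% in size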
ERG-DNA inh – blocks human ERG Ets domain binding to DNA; AID 624246; fluorescence polarization, His-ERG Ets domain / labelled DNA; Potency, µM (highest dose often 76.9 µM), for the others: at the highest dose FP activity, negative = inhibition, most hits filed as inhibitors; actives 0.028% (n = 370,000); P11308; active = well fitted inhibition curve with a large enough effect in the polarisation, with a control signal flat; inconclusive = small, poorly fitted or top-dose-only effect, or effect the other way, or a change in a side signal; inactive = no such curve, though single readings can be large or run the other way; the % refers to the polarisation;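 note: polarization taken with two DNA probes labelled with fluorescein and Texas red; potency is the fitted concentration of half-maximal effect; % of control where 0% means no effect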
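His-tagged ERG Ets domain (1 uM in the protein solution; 300mM KCl, 50mM Tris-HCl, 1mM EDTA, 1mM DTT, pH 7.5) received compound, then a probe mix of 5 nM fluorescein-DNA and 100nM Texas-615-DNA. Fluorescence polarization was read for both dyes.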
12-LOX inh – ALOX12 (human) lipoxygenase inhibition; Potency, µM (doses to about 108 µM), for inactives: top-dose activity change, negative = inhibition, hits mostly inhibitors; P18054; purified 12hLO, xylenol orange hydroperoxide absorbance; actives 1.1% (n = 580,000); AID 1671190; note: potency is the fitted concentration of half-maximal effect; % is set by controls: 0 for no effect and ±100 for the full control effect
Target sequence (P18054 whole entry, looked up): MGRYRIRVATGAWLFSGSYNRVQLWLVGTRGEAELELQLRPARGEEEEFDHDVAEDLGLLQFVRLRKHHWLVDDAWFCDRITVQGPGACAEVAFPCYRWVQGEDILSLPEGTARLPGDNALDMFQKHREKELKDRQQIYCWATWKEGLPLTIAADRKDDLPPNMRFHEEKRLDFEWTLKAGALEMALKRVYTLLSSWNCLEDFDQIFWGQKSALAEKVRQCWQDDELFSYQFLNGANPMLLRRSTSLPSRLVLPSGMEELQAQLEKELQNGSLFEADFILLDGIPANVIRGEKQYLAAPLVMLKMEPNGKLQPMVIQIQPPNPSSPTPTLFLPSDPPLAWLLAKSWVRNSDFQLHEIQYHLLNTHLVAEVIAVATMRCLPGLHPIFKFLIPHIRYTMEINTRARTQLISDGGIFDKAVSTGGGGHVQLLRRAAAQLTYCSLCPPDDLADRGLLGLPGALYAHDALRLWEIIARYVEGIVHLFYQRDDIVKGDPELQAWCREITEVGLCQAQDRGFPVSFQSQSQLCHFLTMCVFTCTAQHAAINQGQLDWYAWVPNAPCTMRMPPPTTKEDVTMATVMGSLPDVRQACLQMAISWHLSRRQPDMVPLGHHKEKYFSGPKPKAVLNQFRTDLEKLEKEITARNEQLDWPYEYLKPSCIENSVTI
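Purified human 12hLO (150 nM final) in 25 mM Hepes, 0.01% Triton X-100, pH 7.0 was preincubated 15 min at room temperature with compound. Then 40 uM arachidonic acid was added, 30 min. Hydroperoxide was read by Fe-XO absorbance ratio 573/405 nm.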
APE1 inh – blocks human APE1 abasic DNA cleavage; P27695; recombinant APE1, TAMRA/BHQ-2 abasic DNA cleavage fluorescence; Potency, µM (top dose mostly 65.8 µM), without a hit: at the top dose activity change, negative = inhibition, usual class: inhibitors; actives 0.35% (n = 350,000); AID 2517;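 note: potency is the fitted concentration of half-maximal effect; plate controls were vehicle for no effect and reference inhibitor for full effect; nearly all actives have a fitted effect of over 55% in size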
Target sequence (P27695 whole entry, looked up): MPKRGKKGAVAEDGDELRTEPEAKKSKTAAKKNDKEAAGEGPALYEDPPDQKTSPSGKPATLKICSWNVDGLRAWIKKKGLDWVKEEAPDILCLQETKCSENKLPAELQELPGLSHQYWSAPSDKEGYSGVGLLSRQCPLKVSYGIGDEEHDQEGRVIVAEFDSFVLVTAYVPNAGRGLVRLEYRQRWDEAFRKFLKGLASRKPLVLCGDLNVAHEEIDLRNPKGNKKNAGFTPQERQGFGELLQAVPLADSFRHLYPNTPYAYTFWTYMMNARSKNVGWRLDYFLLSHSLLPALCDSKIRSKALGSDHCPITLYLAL
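Enzyme (0.75 nM final) and test compound are incubated 15 min at room temperature before adding 50 nM quenched THF abasic-site duplex. Cleavage dequenches TAMRA, followed at 525/598 nm over three reads one minute apart.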
POLI inh – inhibitors of human DNA polymerase iota; Potency, µM (titrated, usually from 115 µM), for inactives: top-dose activity, negative = inhibition, usual class: inhibitors; Pol iota fluorescent replication assay, 10 min; actives 1% (n = 390,000); Q9UNA4; note: potency is the fitted concentration of half-maximal effect
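Fluorescent replication assay read twice, at 0 min and 10 min after adding 50 nM (final) substrate. Enzyme (10 nM) and compounds were first incubated 15 min at room temperature; enzyme-free buffer wells were negative controls.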
An asterisk follows results filed as active; ? = inconclusive; / = not tested or not shown; [ ] = another dose, or the depositor's remark. Unless noted, calls come from the whole dose curve; as a rule, active = well fitted curve in the direction sought with a large enough effect; inconclusive = small, poorly fitted or top-dose-only effect, or another doubt; inactive = no such curve, though single readings can be large; an effect the other way counts as inactive or inconclusive.

| compound | POLK inh | Anesthetic bind | POLB inh | TRHR ag | BLM helicase inh | ERG-DNA inh | 12-LOX inh | APE1 inh | POLI inh |
| --- | --- | --- | --- | --- | --- | --- | --- | --- | --- |
| CCc1ccc(OCC2c3cc(OC)c(OC)cc3CCN2C(=O)c2ccc(S(=O)(=O)N3CCCC3)cc2)cc1 (configuration not stated) | -5%[60.1 µM] | 6% | 2% | 0.8 | -7% | 0% | 8% | / | 23% |
| CC1CCN(C(=O)CCc2ccc(S(=O)(=O)NC(C)(C)C)cc2)CC1 | -1% | -9% | 3% | 0.0 | -5% | / | 10% | 0% | 53%[activator] |
| Cc1cc(NS(=O)(=O)c2ccc(NC(=O)c3ccc(Cl)cc3[N+](=O)[O-])cc2)no1 | -1% | -12% | 5% | 0.1 | 1% | -10% | -16% | 15% | 14% |
| CCOC(=O)c1cccc(P(C)(C)=O)c1 | -2% | 117%[activator] | 6%[57.1 µM] | 0.4 | 3% | -8% | -19% | -3% | 27% |
| COc1ccc(C)cc1NC(=O)c1cccc(-c2ccc(OC(C)=O)cc2)c1 | -7% | -8% | -3% | -0.2 | -8% | -3% | -22% | 39% | 51%[activator] |
| Cc1ccc(NC2=CC(=O)c3sc(C)nc3C2=O)cc1 | 3%[60.1 µM] | -12% | / | / | 7.9µM* | / | 30% | ? | / |
| COc1cc(-c2nc3cnccc3n2C)cc(OC)c1OC | 0% | -11% | 4% | 0.2 | -2% | 4% | 117%[activator] | 3% | 12% |
| CCOC(=O)c1ccccc1NC(=O)Cc1c(C(=O)O)c(C)cn1C | -9%[60.1 µM] | 9% | 7% | 0.1 | 2% | -6% | 0% | / | 3% |
| O=C1CC(C(=O)O)(c2ccccc2)c2cccc(F)c21 (configuration not stated) | -9% | 4% | 37% | -0.2 | -3% | -7% | 1% | -8% | 77%[activator] |
| O=C(NCc1nc(-c2ccc(C(F)(F)F)cc2)no1)c1cccs1 | -21% | ? | -6% | 0.3 | -5% | 4% | -2% | -6% | -7% |
| CCCCOC(=O)C1CCC[C@@H](C)N1 (some centres not stated) | -1% | -5% | -2% | 0.0 | 1% | -10% | ? | -2% | 2% |
| CCOC(=O)C1C(=O)C=C(C)C(C(=O)OCC)C1c1cccc([N+](=O)[O-])c1 (configuration not stated) | -3% | -14% | -2% | 0.0 | -8% | -9% | ? | -14% | 99%[activator] |
| C/C(=N\NC(=O)OC(C)(C)C)c1cccc([N+](=O)[O-])c1 | 0% | -4% | -21% | -1.2 | -1% | / | 12% | 7% | 31%[activator] |
| COc1cc(OC)cc(-c2nc3ccccc3c(=O)n2OC(=O)c2ccc(C)c(C)c2)c1 | -20% | -6% | 15% | 0.0 | -9% | -5% | -5% | 3% | 43%[activator] |
| CC(=O)Oc1ccccc1C(=O)Oc1ccc(/C=N/n2cnnc2)cc1 | -6% | -13% | 18% | 0.4 | -1% | 8% | 0% | 1% | -9% |
| CC(C)COc1cccc(C(=O)Nc2ccc(-c3nc4ncccc4o3)cc2)c1 | 5% | 1% | 0% | -0.2 | -5% | -6% | -9% | / | 8% |
| O=S(=O)(Nc1ccc(-c2ccc(N3CCCCCC3)nn2)cc1)c1cccc(C(F)(F)F)c1 | -16%[60.1 µM] | 46%[activator] | 18% | 0.3 | -10% | 5% | -17% | / | -28% |
| Cc1ccccc1Cn1c2ccccc2c2cnn(CC(=O)NCCCN3CCN(C)CC3)c(=O)c21 | -2% | -12% | 18% | 0.0 | -1% | -4% | 7% | -6% | 13% |
| O=C(Nc1ccccc1)c1cccc(N2C(=O)C3C4C=CC(C5CC45)C3C2=O)c1 (configuration not stated) | -17% | ? | 1% | 0.0 | -4% | -3% | -3% | 1% | 23% |
| Cc1onc(C(=O)Nc2cccc(C(F)(F)F)c2)c1[N+](=O)[O-] | -6% | 2% | 10% | 0.1 | -4% | -3% | -10% | 35%[activator] | 20% |
| CCOc1ccc(NC(=O)CNC(=O)c2ccc([N+](=O)[O-])cc2)cc1 | -9% | -9% | 0% | -1.4 | -3% | -8% | 32%[activator] | 1% | 167%[activator] |
| C=CCNC(=O)c1ccc(NC(=O)C2=CSCCO2)cc1 | -43% | -4% | 8% | 0.5 | -4% | 2% | / | -14% | ? |
| Cc1ccccc1NC(c1cccc(Cl)c1)c1nnnn1C1CCCCC1 (configuration not stated) | -9% | -3% | 1% | -0.3 | -2% | 4% | -15% | 3% | 36%[activator] |
| Cc1ccc(S(=O)(=O)N(C)Cc2nc(-c3ccccn3)no2)cc1 | 2% | -8% | 3% | -0.1 | 0% | -5% | 9% | 3% | 20% |
| CCC(=O)N(C)/C=C1\Sc2ccccc2C1=O | -5% | -12% | 9% | 2.3 | 0% | 2% | ? | -1% | 9% |

The list goes on.
Order of values: POLK inh	Anesthetic bind	POLB inh	TRHR ag	BLM helicase inh	ERG-DNA inh	12-LOX inh	APE1 inh	POLI inh
- CC(=O)NC1(C(F)(F)F)NC(=O)N(CCc2ccccc2)C1=O (configuration not stated)
 : 5%	1%	-18%	1.1	-2%	17%	3%	51%	-11%
- O=C(CCCN1C(=O)/C(=C\c2ccccc2)SC1=S)Nc1ccc(C(=O)O)cc1
 : -18%	-1%	-15%	1.3	-3%	40%[activator]	-24%	31%	?
- COc1ccc(COCC(O)CN2CC(C)OC(C)C2)cc1OC (configuration not stated)
 : -3%	-5%	-2%	-0.3	1%	3%	-2%[57.4 µM]	-2%	-10%
- COc1ccccc1CNC(=O)C1CCN(c2nn3c(=O)cc(C)nc3s2)CC1
 : -16%	-9%	0%	-0.6	-5%	-5%	-6%	/	-7%
- Cn1c(=O)c(/C=C/c2ccc(F)cc2)nc2ccccc21
 : -6%	4%	15%	4.8	-5%	-3%	-2%	25%	143%[activator]
- NC(=O)CC(NC(=O)Cc1ccc(Br)cc1)c1ccc(NC2CCC2)c([N+](=O)[O-])c1 (configuration not stated)
 : -9%	-11%	6%	-0.9	-12%	-8%	0%	17%	?
- CC(=O)c1ccc(NC(=O)[C@@]2(CC(=O)O)CC(/C=C/c3ccccc3)=NO2)cc1
 : -26%	2%	-22%	1.1	-3%	3%	0%	49%[activator]	-3%
- CC1CC(C)CN(C(=O)c2cccc(S(=O)(=O)N(C)c3ccccc3)c2)C1 (configuration not stated)
 : -6%	/	/	-0.3	/	-6%	-18%	1%	16%
- CCOC(=O)c1[nH]cnc1N=Nc1c(O)ccc2ccccc12
 : -7%	-1%	28%	0.6	-11%	-1%	11%	?	6%
- Cc1ccc2oc3c(c(=O)c2c1)C(c1ccc(F)cc1)N(Cc1ccc2c(c1)OCO2)C3=O (configuration not stated)
 : -1%	-2%	2%	0.4	-2%	-4%	-11%	/	8%

Next section; the last 5 above are carried over.
Order of values: POLK inh	Anesthetic bind	POLB inh	TRHR ag	BLM helicase inh	ERG-DNA inh	12-LOX inh	APE1 inh	POLI inh
- NC(=O)CC(NC(=O)Cc1ccc(Br)cc1)c1ccc(NC2CCC2)c([N+](=O)[O-])c1 (configuration not stated)
 : -9%	-11%	6%	-0.9	-12%	-8%	0%	17%	?
- CC(=O)c1ccc(NC(=O)[C@@]2(CC(=O)O)CC(/C=C/c3ccccc3)=NO2)cc1
 : -26%	2%	-22%	1.1	-3%	3%	0%	49%[activator]	-3%
- CC1CC(C)CN(C(=O)c2cccc(S(=O)(=O)N(C)c3ccccc3)c2)C1 (configuration not stated)
 : -6%	/	/	-0.3	/	-6%	-18%	1%	16%
- CCOC(=O)c1[nH]cnc1N=Nc1c(O)ccc2ccccc12
 : -7%	-1%	28%	0.6	-11%	-1%	11%	?	6%
- Cc1ccc2oc3c(c(=O)c2c1)C(c1ccc(F)cc1)N(Cc1ccc2c(c1)OCO2)C3=O (configuration not stated)
 : -1%	-2%	2%	0.4	-2%	-4%	-11%	/	8%
- C=CCn1c(SCc2nc3ccccc3[nH]2)nnc1-c1ccncc1
 : 0%	-2%	0%	0.4	0%	-5%	24%	6%	-8%
- CN1CCN(c2ncc3nc(-c4cc(F)cc(F)c4)c(=O)n(C4CC4)c3n2)CC1
 : -3%[60.1 µM]	/	/	/	-3%	/	-3%	-3%	/
- CN(C)c1ccc(S(=O)(=O)NCC(=O)NCCC2=CCCCC2)cc1[N+](=O)[O-]
 : 0%	/	/	0.3	/	-1%	0%	5%	24%
- CCOC(=O)c1c(NC(=O)CS(=O)(=O)c2ccc(C)cc2)sc2c1CCC(C)C2 (configuration not stated)
 : -12%[60.1 µM]	-5%	-19%	0.3	-10%	-4%	?	/	16%
- CC(C)=C(NC(=O)c1ccccc1)C(=O)NCCCC(=O)O
 : -4%	-8%	0%	-0.4	-3%	/	5%	1%	0%
- COc1ccc(CCn2c(=N)c(S(=O)(=O)c3ccc(C)cc3)cc3c(=O)n4ccccc4nc32)cc1
 : 6%	-9%	3%	1.1	0%	2%	-2%	6%	4%

Only part of the results is shown; count on the stated rates, not on these rows.
